Compound activity as filed in PubChem.
AMA1-RON2 inh – AMA1-RON2 (P. falciparum) interaction inhibition; AID 720542; Potency, µM (highest dose often 58.2 µM), for the others: top-dose activity change, negative = inhibition, actives largely listed as inhibitors; AlphaScreen AMA1-biotinylated RON2 peptide binding; 360,000 compounds, 0.2% hits;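 note: potency is the fitted concentration of half-maximal effect; 0% = vehicle wells and -100% = peptide control; nearly all actives have a fitted effect of over 45% in size; some results filed as inactive show a strong effect at the top dose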
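AMA1 (3D7) with his tag at 25 nM final met compounds first, then biotinylated RON2 peptide at 25 nM; detection used donor plus acceptor beads, 10 µg/mL apiece, read by AlphaScreen after 30 min at room temperature.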
TbPYK inhibitor – T. brucei pyruvate kinase inhibition; Q57TT1; TbPYK enzyme, Kinase-Glo Plus ATP luminescence, 45 min; Potency, µM (titrated, usually from 76.8 µM), without a hit: at the top dose activity, negative = inhibition, actives largely listed as inhibitors; 410,000 compounds, 0.12% hits; AID 624173; note: potency is the fitted concentration of half-maximal effect; nearly all actives have a fitted effect of over 50% in size
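ADP (130 uM final) triggers the TbPYK reaction after compound addition; incubation is 45 min at room temperature. Kinase-Glo Plus is then added and luminescence imaged. Normalized data are fitted to concentration-effect curves.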
LmPK inh – inhibitors of Leishmania mexicana pyruvate kinase; Q27686; purified LmPK, Kinase-Glo ATP luminescence, 1 h; Potency, µM (series often up to 57.5 µM), inactives show top-dose activity change, negative = inhibition, actives largely listed as inhibitors; 290,000 compounds, 0.37% hits; AID 1721; note: potency is the fitted concentration of half-maximal effect
Target sequence (Q27686 whole entry, looked up): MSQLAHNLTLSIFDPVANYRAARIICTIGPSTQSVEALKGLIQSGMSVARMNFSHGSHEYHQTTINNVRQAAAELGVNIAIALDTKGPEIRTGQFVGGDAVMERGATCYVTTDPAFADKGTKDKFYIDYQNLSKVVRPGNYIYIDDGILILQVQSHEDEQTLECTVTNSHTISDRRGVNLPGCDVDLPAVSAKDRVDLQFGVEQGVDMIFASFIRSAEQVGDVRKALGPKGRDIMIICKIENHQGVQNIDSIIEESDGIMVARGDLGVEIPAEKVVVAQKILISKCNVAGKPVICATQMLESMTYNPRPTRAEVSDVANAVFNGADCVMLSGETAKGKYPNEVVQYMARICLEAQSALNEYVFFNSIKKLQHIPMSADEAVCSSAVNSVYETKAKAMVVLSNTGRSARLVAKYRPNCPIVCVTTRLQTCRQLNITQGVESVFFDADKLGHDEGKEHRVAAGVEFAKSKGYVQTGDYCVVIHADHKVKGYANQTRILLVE
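In 50 mM imidazole pH 7.2 with 7 mM MgCl2, LmPK (0.1 nM) turned over PEP (0.5 mM) and ADP (0.1 mM) for 1 h at room temperature. Luciferase read-out of ATP.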
HCMV antiviral – blocks human cytomegalovirus replication; activity change, negative = inhibition, % at 57.5 µM; HFF cells, HCMV-luciferase reporter, 72 h; active compounds read low; 410,000 compounds, 4.5% hits; AID 1259415; in the data active = activity change below about -60%; inconclusive = no clear call, values can overlap the other calls; inactive = above about -39%
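Human foreskin fibroblasts infected with luciferase-reporter HCMV at MOI 1 PFU/cell, compounds at two doses. Luciferase measured 72 h post infection; normalized to buffer-only basal and Salinomycin (10uM) controls.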
AmpC inh detg – blocks E. coli AmpC beta-lactamase in detergent assay; P00811; AmpC hydrolysis of nitrocefin, absorbance 480 nm, 0.01% Triton; Potency, µM (series often up to 114 µM), inactives show top-dose activity change, negative = inhibition, usual class: inhibitors; 370,000 compounds, 0.041% hits; AID 485294;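 note: potency is the fitted concentration of half-maximal effect; 0% = no-compound wells and -100% = no-enzyme wells; nearly all actives have a fitted effect of over 25% in size; some results filed as inactive show a strong effect at the top dose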
Target sequence (P00811 whole entry, looked up): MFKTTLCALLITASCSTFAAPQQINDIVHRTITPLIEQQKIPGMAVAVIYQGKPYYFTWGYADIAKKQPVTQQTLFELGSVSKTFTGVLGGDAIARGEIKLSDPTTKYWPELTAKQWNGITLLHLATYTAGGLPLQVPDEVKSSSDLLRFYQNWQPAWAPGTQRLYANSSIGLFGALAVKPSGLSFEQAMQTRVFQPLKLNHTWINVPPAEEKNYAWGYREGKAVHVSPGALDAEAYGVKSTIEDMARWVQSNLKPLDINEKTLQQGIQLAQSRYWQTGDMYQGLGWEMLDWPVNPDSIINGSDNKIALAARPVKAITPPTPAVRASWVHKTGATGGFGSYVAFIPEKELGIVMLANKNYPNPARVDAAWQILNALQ
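AmpC (5.3 nM in the dispensed reagent) in 20 mM phosphate pH 7.0 with 0.01% (detergent screen) or 0.0001% Triton X-100 was preincubated with compounds for 15 min at room temperature. Nitrocefin was then added from an 800 uM solution, and hydrolysis was followed at 480 nm.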
AmpC no deterg – AmpC beta-lactamase inhibition without detergent | AID 485341 | P00811 | AmpC nitrocefin hydrolysis, absorbance 480 nm, 0.0001% Triton | 330,000 compounds, 0.52% hits | Potency, µM (top dose mostly 57.1 µM), for inactives: top-dose activity change, negative = inhibition, usual class: inhibitors;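 note: potency is the fitted concentration of half-maximal effect; plate controls were no compound for no effect and no enzyme for full effect; nearly all actives have a fitted effect of over 20% in size; some results filed as inactive show a strong effect at the top dose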
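AmpC (5.3 nM in the dispensed reagent) in 20 mM phosphate pH 7.0 with 0.01% (detergent screen) or 0.0001% Triton X-100 was preincubated with compounds for 15 min at room temperature. Nitrocefin was then added from an 800 uM solution, and hydrolysis was followed at 480 nm.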
HCV inh – HCV inhibition; Potency, µM (doses to about 41.8 µM), without a hit: at the highest dose activity change, negative = inhibition, hits mostly inhibitors; Huh7.5.1 HCVcc-Cre infection, luciferase reporter, 44 h; AID 651820; 340,000 compounds, 3.4% hits; note: potency is the fitted concentration of half-maximal effect
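Compounds are dispensed onto cells plated 4 h earlier at 1,000 per well, with HCVcc-Cre virus (about 0.5 moi) added next. Following 44 h of culture, luminescent signal is measured for 15 sec after 15 min with substrate at room temperature.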
* = called active by the depositor; u = inconclusive; x = no result given; [ ] = dose if it differs, or a comment. Unless noted, calls come from the whole dose curve; as a rule, active = well fitted curve in the direction sought with a large enough effect; inconclusive = small, poorly fitted or top-dose-only effect, or another doubt; inactive = no such curve, though single readings can be large; an effect the other way counts as inactive or inconclusive. Unless noted, % is set by controls: 0 for no effect and ±100 for the full control effect.

Screens by letter – A = AMA1-RON2 inh; B = TbPYK inhibitor; C = LmPK inh; D = HCMV antiviral; E = AmpC inh detg; F = AmpC no deterg; G = HCV inh
1: O=c1onc(-c2cccs2)n1Cc1ccccc1
  A: 13.6%; B: -10.7%; C: -0.1%; D: -71.3*; E: -5.2%; F: -18.7%; G: -15.3%

2: Cc1ccc(C)c(CN2C(=O)c3ccccc3S(=O)(=O)c3ccc(C(=O)Nc4ccccc4C(F)(F)F)cc32)c1
  A: x; B: 5.0%; C: x; D: -0.9; E: -4.1%; F: x; G: x

3: CC(=O)NC1(C(F)(F)F)C(=O)Nc2c1c(=O)[nH]c(=O)n2-c1ccccc1 (stereo not drawn)
  A: 15.7%; B: -7.4%; C: 5.0%; D: -30.4; E: 1.2%; F: -16.2%; G: 17.7%

4: CCc1ccc2nc(NC(=O)Cn3cnc4ccccc4c3=O)sc2c1
  A: -3.1%; B: -2.7%; C: -2.0%; D: 3.7; E: -6.0%; F: -21.2%; G: 11.9%

5: O=C(NCc1cccc(Cl)c1)C1Cc2c(-c3ccccc3Oc3ccccc3)ccnc2O1 (stereo not drawn)
  A: -12.9%; B: 2.7%; C: x; D: u; E: x; F: x; G: x

6: O=C(Nc1ccccc1)O/N=C1/CCCc2occc21
  A: 0.4%; B: -0.8%; C: -3.9%; D: u; E: -4.4%; F: -14.0%; G: 11.2%

7: CCN1CCN(C(=O)c2ccc3c(c2)N(Cc2c(F)cccc2Cl)C(=O)c2ccccc2S3)CC1
  A: x; B: 1.2%; C: x; D: -23.8; E: -3.9%; F: x; G: x

8: Cc1cc(C)nc(-n2nc(C)c(Sc3ccc(F)cc3)c2N)n1
  A: 12.7%; B: u; C: -18.3%; D: 68.5; E: -9.4%; F: 112.1%[activator]; G: -24.7%

9: Cc1ccccc1-n1c(SCC(=O)N2CCOCC2)nc(O)cc1=O
  A: -2.6%; B: 1.7%; C: -12.3%; D: 12.4; E: -10.2%; F: -19.9%; G: 1.0%

10: Cc1cc(C(F)(F)F)nc(NCc2ccc(F)cc2)n1
  A: 9.6%; B: 4.5%; C: 3.5%; D: 18.3; E: u; F: 1.2%; G: -11.6%

11: CCn1nc(C(=O)O)c(=O)c2cc3c(cc21)OCO3
  A: 0.0%; B: -9.2%; C: -5.6%; D: 10.6; E: -10.0%; F: -7.8%; G: 0.4%[8.37 µM]

12: Nc1cc(C(=O)N/N=C/c2cccc([N+](=O)[O-])c2)n[nH]c1=O
  A: 13.9%; B: -1.3%; C: -1.2%; D: u; E: 5.1%; F: -24.0%; G: 11.0%

13: COc1ccc(CC(=O)OCC(=O)NCC2CCCO2)cc1OC (stereo not drawn)
  A: -2.2%; B: 4.0%; C: x; D: u; E: 11.3%; F: -8.7%; G: 13.3%

14: Cc1ccc(NC(=O)CN(C)Cc2ccc(F)cc2)c([N+](=O)[O-])c1
  A: -25.2%; B: -1.1%; C: -1.9%; D: -30.4; E: -4.1%; F: 1.6%; G: -11.6%

15: O=C(COC(=O)CCc1ccccc1)NCc1ccccc1
  A: 3.6%; B: 0.2%; C: x; D: 44.9; E: 0.1%; F: -5.0%; G: 4.5%

16: Cc1ccc(NC(=O)Cn2c(=O)ccc3cc(S(=O)(=O)N4CCC(C)CC4)ccc32)cc1C
  A: x; B: 3.0%; C: x; D: 11.5; E: 13.1%; F: x; G: x

17: COCCNC(=O)C1CCCN(C(=O)c2sccc2C)CC1 (stereo not drawn)
  A: -0.7%; B: -3.4%; C: x; D: -10.4; E: x; F: x; G: x

18: CC(=O)NCCn1c(SCc2ccccc2C)nc2ccccc2c1=O
  A: -0.6%; B: x; C: 0.5%; D: -21.4; E: -6.4%; F: 186.3%[activator]; G: -3.6%

19: N/C(=N\OC(=O)c1ccccc1Br)c1cccc([N+](=O)[O-])c1
  A: -13.8%; B: 7.8%; C: -2.7%; D: 45.4; E: -14.8%; F: -21.5%; G: -9.8%

20: CCOC(=O)N1CCN(C(=O)CSc2nnc(-c3ccccc3OC)o2)CC1
  A: 9.8%; B: -1.3%; C: 2.0%; D: 25.0; E: -2.6%; F: 55.2%; G: -9.1%

21: CCn1c(SCC(=O)c2[nH]c(C)c(C(C)=O)c2C)nnc1-c1cccs1
  A: 8.7%; B: -6.7%; C: 0.4%; D: -92.5*; E: 2.9%; F: 1.6%; G: u

22: Cc1nc2cc(-c3cccc(F)c3)nn2c(C)c1CCC(=O)N1CCC2(CC1)OCCO2
  A: 10.6%; B: -8.1%; C: 2.4%; D: -38.2; E: -13.3%; F: 23.6%; G: -21.5%

23: O=C(CCCC(=O)N(c1ccc(F)cc1)C(C(=O)NC1CCCC1)c1ccc(O)cc1)Nc1ccccn1 (stereo not drawn)
  A: 0.0%; B: 2.2%; C: 1.9%; D: -10.2; E: -10.3%; F: 17.8%; G: -10.6%

24: O=S(=O)(Nc1ccc2c(c1)nc1n2CCN(Cc2ccccc2)C1)c1ccccc1
  A: 11.2%; B: -2.9%; C: -0.5%; D: -96.1*; E: -3.2%; F: -13.9%; G: 5.62µM*

25: Cc1ccc(C(=O)N/C(=C/c2ccco2)C(=O)Nc2cccc(C(=O)O)c2)cc1
  A: 6.4%; B: u; C: -6.2%; D: 24.0; E: -11.1%; F: -25.4%; G: 14.1%

26: O=S(=O)(c1cccc(F)c1)N1CCN(C(=S)NCC2CCCO2)CC1 (stereo not drawn)
  A: 1.6%; B: -6.9%; C: -4.5%; D: -26.1; E: -5.0%; F: 0.0%; G: 2.5%

27: CCOc1ccc2nc(NC(=O)CN3CCN(C)CC3)sc2c1
  A: -0.5%; B: -10.5%; C: -1.9%; D: 145.7; E: 0.8%; F: -9.3%; G: u

28: Cc1cccc(CSc2nnc3[nH]c(=O)cc(-c4ccccc4)n23)c1
  A: x; B: 7.3%; C: x; D: 3.2; E: -0.2%; F: x; G: x

29: O=[N+]([O-])c1c(NCCCO)cc(Sc2ccc(Cl)cc2)c2nonc12
  A: 0.2%; B: 19.9%; C: -5.2%; D: -18.0; E: -7.6%; F: -2.4%; G: u

30: CCc1ccc(/C=C2\SC(=S)N(CCCC(=O)Nc3ccc(C(=O)O)cc3)C2=O)cc1
  A: 0.0%; B: 3.9%; C: -13.7%; D: -92.5*; E: -7.3%; F: -30.9%; G: 31.9%[activator]

31: COCCOC(=O)C1=C(C)N(c2ccccc2)C(=O)NC1c1cccc([N+](=O)[O-])c1 (stereo not drawn)
  A: 9.1%; B: -13.9%; C: 1.0%; D: 16.0; E: -3.1%; F: -0.2%; G: -3.7%

32: Cc1ccc(S(=O)(=O)NCCC(=O)NCc2ccccc2)cc1
  A: 2.6%; B: -16.9%; C: -2.6%; D: 48.8; E: -5.4%; F: -9.3%; G: 0.3%

33: O=C1c2ccccc2-n2nncc2C2c3cc(Br)ccc3CCN12 (stereo not drawn)
  A: -6.0%; B: 1.6%; C: x; D: -7.2; E: x; F: x; G: x

34: COc1cccc(CN2CCN(S(=O)(=O)c3ccc(NC(C)=O)cc3)CC2)c1OC
  A: 1.6%; B: 15.6%; C: 0.6%; D: 15.6; E: 0.9%; F: 111.7%[activator]; G: u

35: Cc1ccc(-n2c(O)c(C=NCc3ccccn3)c3ccccc3c2=O)cc1C
  A: 55.8%[activator]; B: -20.1%; C: 4.1%; D: u; E: -9.2%; F: 45.3%; G: u

36: C[C@H]1COc2cccc(N3CCSCC3)c2S(=O)(=O)N1
  A: 2.9%; B: 1.2%; C: x; D: -0.6; E: x; F: x; G: x

37: CC(=O)N1CC2([N+](=O)[O-])CN(C(C)=O)CC([N+](=O)[O-])(C1)C2(C)C
  A: 9.3%; B: -0.2%; C: 0.6%; D: -23.5; E: -9.5%; F: -15.0%; G: 10.8%

38: Cc1sc2nc(-c3ccncc3)[nH]c(=O)c2c1-c1ccccc1
  A: x; B: x; C: 4.0%; D: x; E: 2.1%; F: -23.3%; G: 4.5%

39: O=C(NCCCN1CCOCC1)c1ccc(Br)cc1
  A: -1.3%; B: 4.1%; C: 5.1%; D: 45.8; E: -8.5%; F: -14.7%; G: 1.9%

40: COC(=O)c1sc2nc(-c3ccccc3)nc(N3CCN(C)CC3)c2c1C
  A: u; B: 2.9%; C: 3.1%; D: 13.4; E: 5.4%; F: 54.9%; G: -29.2%

41: O=C(NCCO)c1ccc(-c2nnc(Nc3ccc(O)cc3)c3ccccc23)cc1
  A: -3.1%; B: 0.7%; C: -1.2%; D: -33.9; E: -2.7%; F: -28.8%; G: -4.1%

42: CSc1sc(C(=O)Nc2ccc(F)cc2F)c2c1C=CCC2
  A: -6.0%; B: -4.5%; C: 2.6%; D: 22.6; E: 5.2%; F: -38.1%; G: -31.4%

43: O=C(Nc1ccncc1)c1c(Cl)cccc1Cl
  A: -4.9%; B: 0.6%; C: -2.7%; D: -65.8*; E: -6.7%; F: -12.1%; G: -15.4%

44: COc1ccc(C(=O)NCc2nnc(SCC(=O)N3CCC(C)CC3)o2)cc1
  A: -8.7%; B: -23.4%; C: -20.4%; D: u; E: 1.8%; F: -1.7%; G: -2.1%

45: C=CCC(C(=O)Oc1c(C(C)(C)C)cc(C)cc1C(C)(C)C)c1ccccc1 (stereo not drawn)
  A: -1.3%; B: 0.9%; C: x; D: -3.0; E: 4.2%; F: -18.3%; G: -0.9%

46: COCCN(Cc1ccccc1)C(=O)C1CCN(S(=O)(=O)c2ccc(OC)c(OC)c2)CC1
  A: -7.1%; B: -8.6%; C: x; D: -19.7; E: 0.0%; F: 136.7%[activator]; G: 6.2%

47: CN(Cc1ccccc1)C(=O)COC(=O)c1ccc(=O)n(Cc2ccccc2)n1
  A: 9.6%; B: -1.0%; C: x; D: -8.3; E: -16.2%; F: 28.0%; G: 0.5%

48: O=C(Cn1ncc2c3ccccc3n(Cc3ccccc3F)c2c1=O)N1CCCCCC1
  A: x; B: -7.2%; C: x; D: 1.9; E: 18.1%; F: x; G: x

Another view of part of the listing above.
4. CCc1ccc2nc(NC(=O)Cn3cnc4ccccc4c3=O)sc2c1
42. CSc1sc(C(=O)Nc2ccc(F)cc2F)c2c1C=CCC2
Screen / compound no.	4	42
AMA1-RON2 inh	-3.1%	-6.0%
TbPYK inhibitor	-2.7%	-4.5%
LmPK inh	-2.0%	2.6%
HCMV antiviral	3.7	22.6
AmpC inh detg	-6.0%	5.2%
AmpC no deterg	-21.2%	-38.1%
HCV inh	11.9%	-31.4%

Not a hit list; overall some 7.5% were active at least once.
